NSD2 HMT inh – blocks human histone methyltransferase NSD2. O96028. NSD2 peptide methylation, AlphaScreen, 120 min. inhibition, % at 12.5 µM. 310,000 compounds, 0.54% hits. AID 743445; in the data active = inhibition above about 50%
Keap1-Nrf2 PPI – Keap1-Nrf2 (human) interaction inhibition. Q14145. Keap1 Kelch-Nrf2 peptide fluorescence polarization, 1536-well. inhibition, % at 9.4 µM. 340,000 compounds, 0.15% hits. AID 504523; in the data active = inhibition above about 12%;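 note: human Keap1 Kelch domain with fluorescein labeled Nrf2 9mer peptide probe; 0% = neutral control wells and 100% = peptide positive control; higher means more block of Keap1 binding to Nrf2 peptide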
Target sequence (Q14145 whole entry, looked up, the tested form may be a part): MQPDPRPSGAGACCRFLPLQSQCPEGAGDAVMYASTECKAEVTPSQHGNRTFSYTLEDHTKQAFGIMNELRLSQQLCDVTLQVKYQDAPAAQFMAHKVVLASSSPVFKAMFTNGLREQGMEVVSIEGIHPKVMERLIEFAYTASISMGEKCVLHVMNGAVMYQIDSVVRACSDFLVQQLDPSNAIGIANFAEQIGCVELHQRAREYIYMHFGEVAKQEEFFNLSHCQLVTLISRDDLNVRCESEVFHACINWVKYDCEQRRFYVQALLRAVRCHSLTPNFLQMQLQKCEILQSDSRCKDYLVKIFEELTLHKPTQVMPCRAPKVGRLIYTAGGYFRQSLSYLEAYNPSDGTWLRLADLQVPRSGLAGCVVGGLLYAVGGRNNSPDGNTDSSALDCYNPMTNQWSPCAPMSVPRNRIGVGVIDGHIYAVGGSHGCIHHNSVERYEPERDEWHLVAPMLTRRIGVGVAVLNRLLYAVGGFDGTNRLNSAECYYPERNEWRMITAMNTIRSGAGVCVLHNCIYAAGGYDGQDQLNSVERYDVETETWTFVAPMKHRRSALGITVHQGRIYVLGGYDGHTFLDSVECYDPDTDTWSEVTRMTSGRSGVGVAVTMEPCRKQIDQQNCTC
Mot1-301 SUMO – inhibitors of SUMOylation pathway: yeast Mot1-301 growth rescue | S. cerevisiae Mot1-301 growth rescue, ATP luminescence, 38.5C; percent above DMSO median, 100 means doubled | growth rescue, % at 18.8 µM | 320,000 compounds, 1% hits;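 active = every valid replicate shows activation above 250% relative to neutral control wells; inactive = the rest, any valid replicate at or below 250%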;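 note: OY570 slx delta 5 strain wells were the positive control but not used for scaling; some compounds called inactive have numbers as strong as hits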
Cardiac RTF inh – cardiac RTF calcium desensitization | P19429+P45379 | IANBD-labeled cardiac RTF, Ca2+ fluorescence | inhibition, % at 7.15 µM | 340,000 compounds, 0.12% hits;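 active = inhibition above the mean inhibition of all tested compounds plus 3 SD, cut at about 17% in these data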;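 note: assay run at fixed EC70 calcium of 1.6 mM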
PfHsp90 yeast 2 – reduces growth (ATP signal) of yeast expressing P. falciparum Hsp90; S. cerevisiae expressing PfHsp90, BacTiter-Glo ATP, 48 h; yeast lacking PDR1 and PDR3 efflux regulators; inhibition, % at 9.4 µM; 310,000 compounds, 0.32% hits; AID 504621;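 active = every replicate shows inhibition above about 80%, whatever the replicate mean, limit read from the data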;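 note: 0% = DMSO neutral controls and 100% = 20 µM radicicol positive controls; yeast relying on Plasmodium falciparum Hsp90 in place of its own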
PvdQ inh – blocks Pseudomonas aeruginosa PvdQ acylase activity. purified PvdQ acylase, fluorescence plate reader. inhibition, % at 10 µM. 340,000 compounds, 0.063% hits. AID 488965; in the data active = inhibition above about 30%, passing the limit was not always enough;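 note: 0% = vehicle neutral wells and 100% = reference inhibitor wells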
Rtt109 HAT inh – C. albicans Rtt109 histone acetyltransferase inhibition. purified Rtt109/Vps75, ThioGlo CoA-SH fluorescence, 4 h. inhibition, % at 34.9 µM. AID 540336. 330,000 compounds, 0.16% hits;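 active = inhibition of at least 50% in every replicate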
Target sequence (Q5AAJ8 whole entry, looked up): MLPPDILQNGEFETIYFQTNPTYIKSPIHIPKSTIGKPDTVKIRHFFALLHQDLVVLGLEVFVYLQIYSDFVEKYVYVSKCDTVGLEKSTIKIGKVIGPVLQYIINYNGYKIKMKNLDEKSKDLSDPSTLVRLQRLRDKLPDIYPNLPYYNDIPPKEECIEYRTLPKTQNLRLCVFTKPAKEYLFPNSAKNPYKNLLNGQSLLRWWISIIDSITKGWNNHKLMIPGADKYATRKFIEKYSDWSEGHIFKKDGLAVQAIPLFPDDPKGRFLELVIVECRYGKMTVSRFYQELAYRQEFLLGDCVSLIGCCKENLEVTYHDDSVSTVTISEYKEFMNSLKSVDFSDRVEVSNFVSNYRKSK
CDK5 p35 inh – CDK5/p35 (human) kinase inhibition. 330,000 compounds, 0.01% hits. Recombinant CDK5/p35, ADP-Glo luminescence, 60 min. Q00535+Q15078. AID 488839. inhibition, % at 10 µM;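 active = highest replicate inhibition of at least 50% and at least 75% of replicates reaching 50%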;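 note: plate controls were DMSO neutral control for no effect and GW8510 at 10 µM for full effect; many of its hits are not listed in these tables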
LANA DNA inh – inhibitors of KSHV LANA C-terminal domain DNA binding; MBP-C-LANA/FAM-LBS DNA binding, fluorescence polarization; inhibition, % at 9 µM; 340,000 compounds, 0.078% hits; AID 504423;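 active = highest replicate inhibition at or above 60% at 9 µM, even if other replicates fall short; inactive = all replicates below 60% inhibition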;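 note: 0% = neutral control wells and 100% = 4 µM acridine orange control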
cardiac RTF act – cardiac RTF calcium sensitization. P19429+P45379. IANBD-labeled TnC RTF fluorescence at EC20 calcium; 0% EC20 calcium, 100% full calcium. activation, % at 7.2 µM. 340,000 compounds, 0.24% hits. AID 493008;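 active = activation above the mean over all tested compounds plus 3 SD, cut at about 30% in these data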;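 note: rise in fluorescence read as greater calcium sensitivity of cardiac thin filaments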
dFosB activator – activators of mouse delta FosB homodimer. P13346. purified delta FosB, TAMRA-CDK5 oligo fluorescence polarization; percent of positive-control signal above neutral wells. activation, % at 25 µM. 340,000 compounds, 0.99% hits. AID 493131;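 active = mean activation above about 17%, with every replicate also reaching it, limit read from the data, passing the limit was not always enough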;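 note: fluorescence polarization rise as delta FosB binds a TAMRA Cdk5 AP-1 oligo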
The depositor's hits bear a star; i = inactive; · = not tested or not shown. Rows were taken by chance; 3.2% or so of the library scored in one or more.

SMILES	NSD2 HMT inh	Keap1-Nrf2 PPI	Mot1-301 SUMO	Cardiac RTF inh	PfHsp90 yeast 2	PvdQ inh	Rtt109 HAT inh	CDK5 p35 inh	LANA DNA inh	cardiac RTF act	dFosB activator
COc1cc(C(=O)NC2CCN(C)CC2)ccc1Nc1ncc2c(n1)N(CCc1ccccc1)CCC(=O)N2C	·	-2	·	-31	20	-19	32	-0.1	-1.7	1	-10
CC(=O)c1cccc(N(CC(=O)Nc2ccccc2C(=O)N2CCCC2)S(C)(=O)=O)c1	0	-6	2	-1	-17	-12	-11	0.0	-2.7	3	0
COc1ccccc1/C=N/NC(=O)CC(=O)NC1CCCCC1	-1	-6	8	-8	-5	-24	-8	-0.2	-0.6	9	0
CC(NC(=O)c1ccc(CS(C)(=O)=O)cc1)c1ccc(-n2ccnc2)cc1 (configuration not stated)	-5	0	-3	-4	-29	-12	-3	-1.2	-0.8	-1	-11
COc1ccc(-n2cc(-c3ccccc3)c3c(NN4CCOCC4)ncnc32)cc1	11	-1	-13	-3	17	-11	17	1.1	1.1	-1	-7
O=C(CSc1nnnn1-c1ccccc1)Nc1nc(-c2ccccc2)ns1	0	2	-18	-5	-32	-18	3	-0.5	2.4	-2	8
Cc1nc(CCNS(=O)(=O)c2cccs2)cs1	-4	-2	2	-6	0	9	6	4.2	-2.0	3	5
CCc1ccc(-c2csc(NC(=O)c3cccnc3)n2)cc1	-1	-7	216	-23	-31	-8	-1	·	0.4	-5	1
Cc1cccc2c(=O)n3c(nc12)CCCCC3	-1	-2	1	-3	26	-9	1	-1.1	1.1	8	2
CC1=C(C(=O)NCc2ccccc2)C(c2cccs2)n2ncnc2N1 (configuration not stated)	0	3	9	-1	-9	3	17	0.1	2.4	-3	-2
Cc1nn(Cc2c(F)c(F)c(F)c(F)c2F)c(C)c1NC(=O)c1nn(C)c(C)c1Br	-1	2	4	2	0	-4	-7	0.5	-0.8	47*	-2
CCOC(CNC(=O)Cc1c(C)nc2c(-c3ccccc3)c(C)nn2c1C)OCC	25	0	-2	-7	-3	-11	-4	0.6	0.6	-5	-9
Cc1ccc(C23CC4CC(CC(C(N)=O)(C4)C2)C3)cc1	6	2	-28	3	-12	-15	6	-0.5	3.7	-5	-4
Nc1ccc2c(c1)C(=NO)c1cc([N+](=O)[O-])ccc1-2	2	-1	·	-5	-115	-21	-3	6.1	-4.5	-7	3
CCCCS(=O)(=O)Nc1ccc(N2CCOCC2)c(S(=O)(=O)N2CCOCC2)c1	-1	-2	8	-7	31	-6	-15	-1.3	0.3	-2	-4
COc1cccc(C(c2c(N)n(C)c(=O)n(C)c2=O)C(C)[N+](=O)[O-])c1 (configuration not stated)	9	-5	-12	-4	3	-13	-12	-1.6	2.0	7	-8
OC(c1ccccc1)(c1ccccc1)C1CCN(C(=S)NC2CCCC2)CC1	0	-1	-5	-10	-9	-3	-1	1.2	0.1	2	-1
Cc1cc(OCc2nc(N)nc(N)c2-c2ccc(Cl)c(Cl)c2)ccc1[N+](=O)[O-]	-2	4	·	-5	-11	14	16	0.7	-1.6	-5	13
CCOC(=O)c1c(C)oc2cc(Br)c(OC(C)C(=O)OCC)cc12 (configuration not stated)	-2	-1	-14	-2	-27	-5	2	-3.7	-0.9	1	-3
Cn1c(SCC(=O)N2CCN(c3cccc(Cl)c3)CC2)nnc1-c1ccncc1	7	3	-1	-3	-8	0	-5	-1.3	1.4	0	-4
NCCn1c(-c2ccccc2)cc(C(=O)O)c1-c1ccccc1F	·	0	5	-4	0	-8	-3	-0.1	0.2	0	-3
O=C(NCCCN1CCCC1=O)C1CCN(S(=O)(=O)c2ccc(F)cc2)CC1	-3	2	6	-6	-11	-1	3	1.4	-0.5	-2	-6
O=C(NC12CC3CC(CC(C3)C1)C2)c1ccc(COc2ccc(Cl)cc2[N+](=O)[O-])o1	2	0	36	1	19	0	3	-1.0	-1.2	-5	-7
COc1ccc(CC(=O)Nc2cc(C)ccc2O)cc1OC	-4	-4	166	-12	4	-8	0	-1.5	1.8	1	0
CC(Sc1nnnn1C)C(=O)NC1CCCc2ccccc21 (configuration not stated)	0	5	-20	-2	-5	-10	-1	-0.6	-0.8	-1	-2
O=C(COC(=O)c1ccc(Br)o1)Nc1cccc(S(=O)(=O)N2CCCCCC2)c1	3	4	134	-13	9	-3	10	0.6	-0.7	-5	-11
Cc1ccc2nc(N3CCN(c4ccccc4F)CC3)c(C=O)c(=O)n2c1	5	3	-4	4	-12	-1	11	0.4	2.0	-4	-1
COC(=O)CSc1nc(-c2ccccc2)nc2ccccc12	-1	-7	341	-12	-16	-11	0	-0.8	-0.6	0	-13
CCc1ccc(-c2cn3nc(C)c(C)nc3n2)cc1	-2	-10	-8	-10	19	5	i	0.5	-3.1	1	-13
Cc1[nH]nc2c1C(C1CC=CCC1)C(C#N)=C(N)O2 (configuration not stated)	-1	1	-3	8	5	-11	9	1.2	-3.2	-7	6
COc1ccccc1C1CC(=O)Oc2cc(OC)c(OC)c(OC)c21 (configuration not stated)	·	1	·	-5	-1	-11	-5	-3.0	0.4	-8	-4
COc1ccc(OC)c(CN2CCN(C(=O)c3ccc(C)c(S(=O)(=O)Nc4ccccc4OC)c3)CC2)c1	6	-4	·	1	7	-14	5	-8.4	0.8	-1	-1
COc1ccc(C(C)=O)c(Oc2nc(CN3CCOCC3)nc3scc(-c4cccs4)c23)c1	-2	-2	-21	-5	3	-6	-8	-0.1	0.4	9	-21
Cc1ccc(C(O)CSc2nnc(-c3ccc4ccccc4c3)n2C)cc1 (configuration not stated)	0	5	-12	-8	4	-11	-4	-1.1	2.1	0	-8
CC(C)(C)OC(=O)C[C@H]1C/C=C\C[C@H](CC(=O)N(CCO)Cc2ccccc2)C(=O)N[C@@H](c2ccccc2)COC1=O	·	-1	-28	-2	-23	10	0	-1.9	0.3	-2	5
COc1ccc(-c2nnc(SCC(=O)NC3CCCCC3)o2)cc1	2	-6	5	-7	0	-6	-23	0.0	-1.0	-2	-3
Cc1ccc2cc(CN(CC3CCCO3)C(=S)Nc3ccccc3)c(=O)[nH]c2c1 (configuration not stated)	0	-5	-14	-24	8	-21	11	0.8	-0.5	10	-11
CC(C)OC(=O)CSc1nc2ncccc2[nH]1	0	-5	7	2	68	-6	4	-1.6	1.2	-2	-10
Cc1ccc(-c2nc(C(=O)O)cs2)cc1	-3	1	12	-8	22	-8	-3	0.4	-0.5	-1	-4
CCCc1cc(C(=O)Nc2ccccc2C(=O)OC)no1	·	-5	-5	-4	-18	-24	4	-7.0	1.1	2	-5
Cc1ccc(Nc2nnc(SCC(=O)Nc3ccccc3[N+](=O)[O-])s2)cc1	-3	2	-3	3	9	-19	-15	-1.8	-0.7	0	5
CC(=O)c1ccc(OC(C)C)c(Cc2c(O)nc(N)[nH]c2=O)c1	6	-2	-15	13	-8	2	-5	-0.5	-5.4	-1	0
Cc1[nH]n(-c2ccccc2)c(=O)c1-c1ccc(Cl)cc1	2	-5	·	-4	11	-10	-3	-2.0	-1.1	5	-4
COc1cc(CNCc2ccc(OC)c(OC)c2OC)cc(OC)c1	1	11	-8	-8	-9	5	6	1.3	4.1	-1	-13
Cc1ccc(-n2nc3c(c2NC(=O)c2ccc4c(c2)OCO4)CS(=O)(=O)C3)cc1	2	0	4	-1	0	2	9	-2.2	-0.5	0	-1
O=C(NNC(=S)NC(=O)c1cccs1)c1cccnc1	-12	-8	-5	-18	33	-12	5	-1.5	1.3	1	-3
Cc1ccccc1CSc1nc2ccccc2c(=O)[nH]1	-2	-3	10	3	11	23	5	-0.8	0.0	2	-3
CCOC(=O)c1nnc(-c2cccs2)nc1Oc1ccccc1C(=O)OC	5	5	167	-2	9	4	-2	-0.2	-0.2	1	-1
COCCn1c(SCC(=O)Nc2cccnc2Cl)nc2ccccc21	1	-1	-10	-1	-7	-2	1	0.8	1.6	-4	1
CC(NC(=O)C12CC3CC(CC(O)(C3)C1)C2)c1ccccc1 (configuration not stated)	2	-5	409*	-3	-13	-5	-1	-0.4	0.2	-2	-10
Cc1ccc(NC(=O)C2Cc3ccccc3CN2C(=O)c2ccccc2)cc1Cl (configuration not stated)	-2	3	115	-15	15	-7	-4	1.1	2.3	-1	4
COc1ccc(OC)c(-n2cc3c(=O)n(C)c(=O)n(C)c3c2)c1	3	-5	2	-3	9	10	-1	-0.7	-1.2	-4	-4
COC(C[C@@H]1O[C@@H]1[C@@H](O)[C@@H](C)OCc1ccccc1)OC	·	-1	·	-9	8	-8	0	-0.8	2.0	-2	4
COc1ccccc1NC(=O)CC(NCCN(C)C)C(=O)O (configuration not stated)	-2	0	354	-11	24	-1	5	-1.0	0.8	-3	-1
Cn1c(COc2cccc3cccnc23)nnc1SCC(=O)O	-2	-2	27	-4	-40	-15	11	0.2	-1.1	-1	3
CC(=O)O/N=C(\N)c1ccc(-c2csnn2)cc1	0	3	-15	-1	0	6	-2	-2.6	-0.1	1	-9
CCN(CC)c1ccc(-n2c(C)cc(C=O)c2C)cc1	11	0	4	-1	20	-6	1	-0.8	-0.6	-3	-4
CC(C)c1cc2c(c(O)c1O)[C@@]13CCCC(C)(C)C1CC2OC3=O (some centres not stated)	·	-5	-4	4	22	-12	2	3.4	0.4	0	-13
O=C(CC1SC(=Nc2ccc3c(c2)OCCO3)NC1=O)Nc1ccc(F)cc1F (configuration not stated)	-4	3	-14	-11	-18	-8	12	0.1	-0.1	-2	-5
COCCn1c(=O)[nH]c2cc(C(=O)NCCc3ccc(OC)c(OC)c3)ccc2c1=O	7	-4	-14	0	8	-2	2	0.4	-2.3	-7	4
COc1ccc(OC)c(CN2CCCC(CCC(=O)N(C)CCc3ccccn3)C2)c1 (configuration not stated)	2	-4	·	7	7	10	-7	1.9	-0.1	9	-7
CCNC(=O)C(=O)NCC1OCCCN1S(=O)(=O)c1ccc(F)cc1C (configuration not stated)	-2	2	-6	-2	-2	10	24	-0.3	6.0	-4	-14

Some of the entries so far, with values under each structure.
Second line of a record – NSD2 HMT inh, Keap1-Nrf2 PPI, Mot1-301 SUMO, Cardiac RTF inh, PfHsp90 yeast 2, PvdQ inh, Rtt109 HAT inh, CDK5 p35 inh, LANA DNA inh, cardiac RTF act, dFosB activator
> CCCCS(=O)(=O)Nc1ccc(N2CCOCC2)c(S(=O)(=O)N2CCOCC2)c1
 : -1, -2, 8, -7, 31, -6, -15, -1.3, 0.3, -2, -4
> COc1cccc(C(c2c(N)n(C)c(=O)n(C)c2=O)C(C)[N+](=O)[O-])c1 (configuration not stated)
 : 9, -5, -12, -4, 3, -13, -12, -1.6, 2.0, 7, -8

Screens as filed in PubChem BioAssay.
